Bioassay records (PubChem BioAssay)
Lipid droplet – modulators of hepatic lipid droplet formation; AML12 mouse hepatocytes, oleate lipid droplets, BODIPY imaging; AID 1656; inhibition, % at 6.5 µM; 0.4% of 240,000 active;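 active means lipid droplet intensity inhibited by at least 50%, with more than 500 cells counted; inconclusive means wells with under 300 cells, treated as cytotoxic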
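material = mouse AML12 hepatocyte cell line, fixed after treatment | also added = 100 µM oleic acid challenge | doses = compound at 6.5 µM only | schedule = overnight exposure | technique = Image-based BODIPY and DAPI two-channel analysis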
MT stabilizer – stabilizes microtubules in HeLa cells | HeLa tubulin immunostaining HCS, 24 h; share of cells brighter than vehicle mean+2SD | % tubulin-high responders, % at 10 µM | 0.83% of 200,000 active | AID 2205;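 active means plate Z-score above 3 for both tubulin-high and condensed-nucleus cell shares, with cell loss under 80%, at 10 µM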;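 further: anti alpha tubulin signal scored within the nucleus-defined area of each cell; some results filed as inactive read as strong as hits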
Ins promoter up – MIN6 insulin promoter up-regulation. MIN6 insulin promoter-GFP reporter, high-content imaging; active compounds read high. z-score at 5 µM. 0.3% of 190,000 active. AID 1625;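 active means z-score above 3 at 5 µM with at least 500 cells counted in the well; inconclusive means wells under 500 cells, flagged as cytotoxic or low count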
Autophagy HCS – autophagy modulation, high-content screen; calls only at 10 µM (by protocol); MEF GFP-LC3 puncta imaging; test concentration mostly 10 µM; AID 463193; 0.98% of 190,000 active;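 active means percentage of spot-positive cells more than 3 SD above its plate mean, without a fluorescence outlier flag or 80% toxicity; inconclusive means no clear call, values can overlap the other calls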;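 further: spot-positive cell cutoff set from DMSO-treated cells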
T cell modulator – T cell immune modulators affecting CD8 T cell-vesicle binding | 2C CD8+ T cell-vesicle binding, flow cytometry; active compounds read low | calls only at 7 µM | 0.068% of 330,000 active | AID 2052;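 active means response, share of CD8 T cells binding vesicles, and their 90th percentile fluorescence all below set limits, cut at about 80% in these data, passing the limit was not always enough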
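Test system: purified 2C TCR transgenic mouse naive CD8+ T cells. Probe or stimulus: QL9-peptide-loaded Drosophila micro-vesicles bearing Ld, ICAM-1 and B7-1. Incubation: binding step 1.5 h, 37 °C, antibody labelling 20 min, ice. Measured by: flow cytometry of vesicle-bound cells.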
Myeloid diff MLP – myeloid differentiation induction; ER-HoxA9 myeloid progenitors, lysozyme-GFP differentiation, flow cytometry; calls only at 10 µM; 1% of 360,000 active; AID 624256;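 active means normalized GFP-positive differentiation at or above the plate's own cutoff, the solvent-only control mean plus 3 SD; inconclusive means no clear call, values can overlap the other calls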;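 further: cells exposed to compound for four days before flow analysis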
bCat nuc transl – beta-catenin nuclear translocation modulation; nuclear translocation activity, % at 5 µM; HeLa beta-catenin nuclear translocation, immunofluorescence imaging; 0.3% of 190,000 active;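 active means nuclear translocation activity above 50% at 5 µM, with a well cell count of 50 or more; inconclusive means wells under 50 cells across six images, flagged as toxic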;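 further: per-cell ratio of nuclear to cytoplasmic median beta-catenin stain intensity; plate controls were DMSO negative control for no effect and GSK-3 inhibitor IX positive control for full effect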
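Read-out: Nuclear/cytoplasmic beta-catenin signal ratio, % activation | Assay system: Human HeLa cell line | Times: 24 h compound exposure at 37°C, 5% CO2 | Signal: Fluorescence imaging of beta-catenin antibody stain plus DAPI | Dosing: 5 µM primary, 0.02–20 µM confirmation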
WT yeast gro inh – growth inhibition of WT yeast, mitochondrial fusion screen; mitochondrial fusion phenotypic screen, WT strain; inhibition, % at 10 µM; 2.1% of 190,000 active; in the data active means inhibition above about 58%; tested in S. cerevisiae
West Nile virus CPE – inhibition of WNV-induced cytopathic effect – cell-based, CPE readout (AID 1621) | West Nile virus-infected cells, CPE inhibition; higher % means a stronger effect | CPE inhibition, % at 10 µM, or IC50 in µM where a hit was titrated | 0.02% of 290,000 active; in the data active means a potency from the dose series; inconclusive means CPE inhibition mostly from about 3.7% at the one dose, without a potency; inactive means the rest, 99 in 100 with CPE inhibition below about 2.2%; further: strong numbers were not always called active
WT yeast gro inh mutant strain – also measured in WT yeast gro inh; calls as there; inhibition, %; mitochondrial fusion phenotypic screen, mutant strain inhibition
Ins promoter up cell count – further read-out of Ins promoter up, marked with its call; cell count; measured here: cytotoxicity, nuclei count;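 total cells summed across four imaged fields per well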
Lipid droplet cells 6.5 µM – second read-out of Lipid droplet, no call of its own (marks repeat the call); cell count; measured here: cell count, cytotoxicity flag;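 cells counted across two imaged fields per well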
bCat nuc transl cell count 5 µM – also measured in bCat nuc transl; calls as there; cell count; measured here: cell count, cytotoxicity flag
T cell modulator vesicle-bound % – second read-out of T cell modulator, no call of its own (marks repeat the call); double positive events, %; measured here: CD8+ vesicle-bound cell fraction;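 binding gate set so that unloaded-vesicle control wells show 10% double positive cells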
MT stabilizer Hoechst-high % – further read-out of MT stabilizer, marked with its call; % Hoechst-high responders; measured here: nuclear condensation Hoechst responders;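 share of cells brighter than vehicle mean plus two SD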
MT stabilizer cytotoxicity % – recorded beside MT stabilizer, whose call it bears; toxicity, %; measured here: cytotoxicity by cell density;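 0% = mean cell density of plate MIN control wells and 100% = no cells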
Autophagy HCS cell loss 18 h – also measured in Autophagy HCS; calls as there; toxicity, %; measured here: cell loss, nuclei count;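 cell loss after 18 h compound exposure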
Myeloid diff MLP GFP+ MAC1+ % – further read-out of Myeloid diff MLP, marked with its call; GFP+ MAC1+ double positive, %; measured here: differentiation confirmed by MAC1 staining
The depositor's hits bear a star; i = inactive; ? = inconclusive; . = not tested or not shown.

Results follow in this order: Lipid droplet | Lipid droplet cells 6.5 µM | MT stabilizer | MT stabilizer Hoechst-high % | MT stabilizer cytotoxicity % | Ins promoter up | Ins promoter up cell count | Autophagy HCS | Autophagy HCS cell loss 18 h | T cell modulator | T cell modulator vesicle-bound % | Myeloid diff MLP | Myeloid diff MLP GFP+ MAC1+ % | bCat nuc transl | bCat nuc transl cell count 5 µM | WT yeast gro inh | WT yeast gro inh mutant strain | West Nile virus CPE
CC(Oc1cc(F)ccc1[N+](=O)[O-])C(=O)Nc1ccc(S(=O)(=O)N2CCCC2)cc1 (stereo unspecified)
 : 1 | 689 | 2.4 | 4.3 | 11 | -0.69 | 1303 | i | -1 | i | 39 | i | 0.2 | -2.6 | 1013 | -6 | 6 | 1.0%
CC(=O)c1cccc(NC(=O)c2ccc(OC3CSC3)cc2)c1
 : 0 | 720 | 1.3 | 1.8 | 0.7 | . | . | i | -2 | i | 5 | i | 0.3 | 4.4 | 599 | 11 | -2 | 0.1%
Cc1ccc(Sc2c([N+](=O)[O-])c(C)nn2C)cc1
 : -8 | 727 | . | . | . | -0.03 | 1444 | . | . | i | 48 | i | 0.5 | -3.5 | 1164 | . | . | 0.2%
COc1cc(C(=O)Nc2nnc(C)s2)cc(OC)c1OC
 : -8 | 617 | 1.1 | 4.3 | 5.9 | 0.52 | 1901 | i | 5 | i | 46 | i | 2.0 | -0.5 | 1101 | 12 | 0 | 0.2%
Cc1cc(=O)n2nc(N3CCCC(C(=O)NCc4ccco4)C3)sc2n1 (stereo unspecified)
 : -4 | 711 | 2.7 | 2.1 | 5.3 | -0.7 | 1284 | i | 9 | i | 33 | i | 1.0 | -1.0 | 1076 | 2 | 18 | 1.4%
CCCCn1c(=N)n(CC(=O)c2ccc(Br)s2)c2ccccc21
 : -40 | 676 | . | . | . | -0.71 | 926 | . | . | i | 8 | i | 0.0 | 0.3 | 1175 | . | . | 1.1%
COCCCNC(=O)/C(C#N)=C/c1c(N2CCN(c3cccc(Cl)c3)CC2)nc2c(C)cccn2c1=O
 : 25 | 833 | . | . | . | . | . | . | . | i | 51 | i | 6.8 | . | . | . | . | -0.9%
Cc1ccc(C(=O)Nc2cc(Cl)ccc2Oc2ccccc2)cc1[N+](=O)[O-]
 : -10 | 697 | 4.8 | 2.5 | 0.4 | -0.54 | 1428 | i | 36 | i | 55 | i | 1.1 | 0.5 | 1045 | 13 | 14 | -0.6%
CCOC(=O)CNC(=O)CSc1nc(-c2cccc(C)c2)ns1
 : 13 | 675 | 2.3 | 2.3 | 3.0 | 0.12 | 1367 | i | 12 | i | 43 | i | 2.0 | -2.3 | 1126 | 9 | 6 | -0.1%
COC(=O)c1c(N2C(=O)Nc3ccccc3N2O)sc2c1CCCC2
 : -1 | 683 | 3.3 | 3.0 | 4.0 | -0.21 | 1381 | i | 0 | i | 36 | i | 0.3 | -2.3 | 924 | -15 | -28 | 0.5%
Cc1ccc(NC(=O)CSCc2ccco2)cc1
 : 22 | 637 | 1.2 | 1.4 | 9.4 | -0.64 | 1584 | i | 19 | i | 52 | i | 0.4 | -4.0 | 1064 | 0 | -4 | 0.0%
CCOc1ccc(C(C)NC(=O)Cc2ccccc2F)cc1OCC (stereo unspecified)
 : 50* | 695* | 5.0 | 3.3 | 3.3 | 0.1 | 1267 | i | 11 | i | 24 | i | 0.8 | -1.5 | 1105 | -8 | -1 | 0.1%
Cc1ccc(SCc2nc(N)nc(Nc3ccccc3C)n2)c(C)c1
 : -4 | 685 | 1.0 | 2.7 | 11 | 0.29 | 1109 | i | -4 | i | 50 | i | 0.2 | 0.8 | 506 | 41 | 17 | -1.0%
CC(C(=O)N1CCOCC1)N1C(=O)c2cccc3cccc(c23)C1=O (stereo unspecified)
 : -8 | 640 | 4.3 | 2.0 | 6.1 | 0.42 | 1442 | i | 14 | i | 58 | i | 0.4 | -0.1 | 1488 | -1 | 11 | -0.3%
Cc1ccccc1OCCn1c(=O)oc2ccccc21
 : 14 | 734 | 2.7 | 2.2 | 23 | -1.1 | 1167 | i | 3 | i | 13 | i | 0.6 | -0.2 | 1066 | -6 | -3 | -0.4%
COc1cccc(CNC(=O)Cn2c(=O)oc3cc(S(=O)(=O)N4CCCCC4)ccc32)c1
 : 25 | 692 | . | . | . | . | . | . | . | i | 23 | i | 1.2 | . | . | . | . | -0.9%
Cc1ccc(C2=NC3(CCCCC3)NC2=S)cc1
 : 15 | 633 | 1.6 | 2.1 | 6.8 | -0.3 | 1340 | i | 20 | i | 34 | i | 0.3 | 1.9 | 926 | 3 | -1 | 0.4%
Cc1ccc(NC(=O)CN2c3cccc4cccc(c34)S2(=O)=O)cc1S(=O)(=O)N1CCOCC1
 : 8 | 661 | 3.5 | 3.5 | 0.3 | . | . | i | -4 | i | 45 | i | 0.3 | 0.8 | 970 | -7 | -12 | -1.4%
Cc1ccc(C(=O)C(C)N2C(=O)NC(C)(c3ccccc3)C2=O)cc1 (stereo unspecified)
 : 8 | 636 | 2.4 | 1.2 | 11 | -0.09 | 1474 | i | -5 | i | 44 | i | 0.1 | -3.5 | 1143 | -2 | 1 | -1.0%
Cc1ccc(N=Nc2c(N)nn3c(C)cc(C)nc23)cc1
 : 13 | 641 | 2.8 | 3.5 | 1.3 | . | . | i | 13 | i | 53 | i | 0.2 | -1.5 | 949 | 14 | 8 | -0.2%

The list goes on; it opens with the 2 that closed the last part.
Results follow in this order: Lipid droplet | Lipid droplet cells 6.5 µM | MT stabilizer | MT stabilizer Hoechst-high % | MT stabilizer cytotoxicity % | Ins promoter up | Ins promoter up cell count | Autophagy HCS | Autophagy HCS cell loss 18 h | T cell modulator | T cell modulator vesicle-bound % | Myeloid diff MLP | Myeloid diff MLP GFP+ MAC1+ % | bCat nuc transl | bCat nuc transl cell count 5 µM | WT yeast gro inh | WT yeast gro inh mutant strain | West Nile virus CPE
Cc1ccc(C(=O)C(C)N2C(=O)NC(C)(c3ccccc3)C2=O)cc1 (stereo unspecified)
 : 8 | 636 | 2.4 | 1.2 | 11 | -0.09 | 1474 | i | -5 | i | 44 | i | 0.1 | -3.5 | 1143 | -2 | 1 | -1.0%
Cc1ccc(N=Nc2c(N)nn3c(C)cc(C)nc23)cc1
 : 13 | 641 | 2.8 | 3.5 | 1.3 | . | . | i | 13 | i | 53 | i | 0.2 | -1.5 | 949 | 14 | 8 | -0.2%
Oc1oc(-c2ccccc2Br)nc1/C=N/c1ccccn1
 : 6 | 706 | 1.6 | 2.7 | 4.7 | 0.44 | 1038 | i | 15 | i | 34 | i | 0.2 | 0.2 | 1074 | -6 | -5 | .
CC1(C)CC(N=Cc2c(O)n(Cc3ccc4c(c3)OCO4)c(=O)c3ccccc23)CC(C)(C)N1
 : 5 | 649 | 6.8 | 2.1 | 11 | 0.41 | 838 | i | 26 | i | 61 | ? | . | 12 | 681 | -18 | 10 | -2.1%
CCN(CC)C(=O)CC(c1ccc(N(C)C)cc1)c1c(OC)cc(OC)c2c(-c3ccccc3)cc(=O)oc12 (stereo unspecified)
 : -12 | 656 | . | . | . | 0.12 | 773 | . | . | i | 45 | i | 2.6 | -1.0 | 1242 | . | . | -0.9%
COc1ccc2cc(C3c4cc(OC)c(OC)cc4CCN3C(=O)c3ccco3)c(=O)[nH]c2c1 (stereo unspecified)
 : -40 | 797 | . | . | . | . | . | . | . | i | 18 | i | 0.2 | . | . | . | . | -0.4%
CN1CCN(CCCNC(=O)c2ccc3c(c2)N(Cc2ccc(F)cc2)CCS3)CC1
 : -34 | 760 | . | . | . | . | . | . | . | i | 20 | i | 3.2 | . | . | . | . | ?
CC(=O)N/N=C/c1cc2c(cc1[N+](=O)[O-])OCO2
 : -16 | 650 | 3.2 | 2.6 | 3.0 | 0.34 | 1275 | i | 2 | i | 50 | i | 0.1 | 0.0 | 1084 | -12 | 0 | 0.2%
O=C(CCN1C(=O)/C(=C/c2ccc(F)cc2)SC1=S)NCCc1cnc[nH]1
 : -2 | 715 | . | . | . | . | . | . | . | i | 41 | i | 2.6 | . | . | . | . | -0.1%
Nc1c(C(=O)NC2CC2)c2nc3ccccc3nc2n1-c1ccc2c(c1)OCO2
 : . | . | 1.5 | 1.2 | 8.6 | 0.96 | 1117 | i | 2 | i | 49 | i | 0.6 | -5.1 | 832 | 7 | 8 | 0.5%
C/C(CC(=O)Nc1ccccc1C#N)=N\NC(=O)c1ccncc1
 : -4 | 730 | . | . | . | . | . | . | . | i | 26 | i | 5.5 | . | . | . | . | 0.2%
COc1ccc(C(=O)N2CCN(C(=O)Cc3ccccc3)CC2)cc1
 : 25 | 734 | 1.4 | 1.7 | 2.2 | -0.19 | 1241 | i | 22 | i | 22 | i | 0.4 | -0.8 | 1092 | -5 | -4 | -0.2%
CCOc1ccc(C(=O)N(C)C2CCS(=O)(=O)C2)cc1 (stereo unspecified)
 : -12 | 675 | 2.2 | 1.3 | 5.3 | -0.66 | 1299 | i | -6 | i | 34 | i | 0.7 | -1.2 | 1055 | -9 | -62 | 0.6%
CC1CN(C(=S)Nc2ccc(F)cc2F)CC(C)O1 (stereo unspecified)
 : -2 | 835 | . | . | . | . | . | . | . | i | 12 | i | 1.9 | . | . | . | . | -0.5%
O=S(=O)(Cc1ccccc1Cl)NCCc1ccccc1
 : 2 | 708 | 2.1 | 2.2 | 6.3 | -0.14 | 1619 | i | 0 | i | 44 | i | 0.4 | -0.3 | 920 | 8 | -6 | -0.5%
COc1ccc(CC(=O)Nc2nc(-c3ccc(F)c(F)c3)cs2)cc1OC
 : 38 | 727 | . | . | . | . | . | . | . | i | 17 | i | 0.7 | . | . | . | . | 0.1%
Cc1ccc(-c2ccc(/C=N/NC(=S)Nc3ccccc3)o2)cc1[N+](=O)[O-]
 : . | . | 5.0 | 1.7 | 3.2 | . | . | i | -29 | i | 15 | i | 4.8 | . | . | 6 | 11 | -0.4%
